Source: PubChem BioAssay
MCF10A rereplic = DNA re-replication induction in MCF 10a cells. MCF 10A DNA re-replication, Hoechst nuclear intensity, 48 h. Potency, µM (doses to about 46.1 µM), for the others: top-dose activity, positive = re-replication, actives largely listed as activators. 350,000 tested, 2.9% active. AID 624296; also: potency is read from the fitted curve at half-maximal effect; % of control where 0% means no effect; nearly all actives have a fitted effect of over 50% in size
HepG2 viability = counter-screen for TGF-b inhibitors: cytotoxicity in HepG2 cells; 410,000 tested, 0.76% active; HepG2 CAGA-GFP viability, ATP luminescence, 18 h; AID 588856; Potency, µM (doses to about 46.1 µM), for inactives: at the highest dose activity change, negative = cytotoxicity, hits mostly cytotoxic; also: potency is read from the fitted curve at half-maximal effect; some results filed as inactive show a strong effect at the top dose
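CellTiter-Glo luminescence gave cytotoxicity after 18 hours at 37 degrees C. The cells were HepG2 CAGA-GFP in 1% FBS DMEM, stimulated with 500 pg/mL TGF-beta after compound addition. %Activity was normalised to no-cell wells (complete cell-killing) and DMSO (no toxicity), and curves were fitted and classified.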
HT1080 IDH1KD tx = kills HT-1080 cells with IDH1 knockdown; HT-1080 IDH1 knockdown viability, ATP luminescence, 48 h; Potency, µM (highest dose often 46.1 µM), without a hit: at the top dose activity, negative = toxicity, actives largely listed as cytotoxic; 360,000 tested, 2% active;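 also: potency is read from the fitted curve at half-maximal effect; 0% = DMSO wells and -100% = cell-free medium wells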
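Luminescent ATP read-out (CellTiter-Glo, 10 min at room temperature) after 48 h compound exposure at 37 °C gave viability of IDH1-knockdown HT-1080 cells. Activity was normalised to DMSO and cell-free wells, then fitted as concentration-response curves.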
S2 tox = cell viability loss in ATXN counter-screen; Potency, µM (highest dose often 56.7 µM), usual class: cytotoxic; 400,000 tested, 0.49% active; S2 cells (HEK-293 line with an ATXN2-luciferase reporter) viability, CellTiter-Fluor protease fluorescence, 24 h; also: potency is read from the fitted curve at half-maximal effect; nearly all actives have a fitted effect of over 40% in size
IL-1B inflam inh = inflammasome signaling inhibition, IL-1 beta readout. THP-1 LPS/ATP IL-1B secretion, AlphaLISA, 16 h; hits give low values. AID 743279. activity change, % at 57.5 µM. 360,000 tested, 4.7% active; in the data active = activity change below about -50%; inconclusive = mostly about -30% to -49%; also: % is scaled to controls: 0 for no effect and ±100 for the full control effect
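THP-1 cells pretreated 1 hr with compounds (up to 57.5 uM final), then stimulated with LPS (250 ng/mL final) plus ATP (1.25 mM final); secreted IL-1B measured by AlphaLISA after 16 hr, decreased signal indicating inhibition.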
ATXN2 expr inh = reduces ATXN2 reporter expression in HEK-293 cells. HEK-293 ATXN2-luciferase reporter, luminescence, 24 h. Potency, µM (series often up to 57 µM), for the others: at the highest dose activity change, negative = inhibition, usual class: inhibitors. 360,000 tested, 0.72% active; also: potency is read from the fitted curve at half-maximal effect; % is scaled to controls: 0 for no effect and ±100 for the full control effect; nearly all actives have a fitted effect of over 55% in size
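ATXN2-luciferase reporter cells (luciferase flanked by upstream and downstream ATXN2 gene portions) were treated 24 h at 37 °C with compounds at up to 57 uM. SteadyGlo luminescence gave expression; GF-AFC fluorescence gave viability.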
KB-3-1 tox = kills parental KB-3-1 adenocarcinoma cells. KB-3-1 viability, CellTiter-Glo ATP luminescence, 72 h. Potency, µM (highest dose often 46.1 µM), for the others: top-dose activity change, negative = cytotoxic, actives largely listed as cytotoxic. 400,000 tested, 1.4% active; also: potency is read from the fitted curve at half-maximal effect; % is scaled to controls: 0 for no effect and ±100 for the full control effect; nearly all actives have a fitted effect of over 60% in size
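72 h, 37 °C compound treatment of KB-3-1 parental cells; CellTiter-Glo added, 10 min, luminescence read. Data corrected against DMSO-only plates and normalized before curve fitting.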
HT1080-NT tox = kills 2HG-producing HT-1080-NT fibrosarcoma cells. Potency, µM (titrated, usually from 46.1 µM), for inactives: at the highest dose activity, negative = less viability, hits mostly cytotoxic. 360,000 tested, 1.6% active. HT-1080-NT fibrosarcoma viability, CellTiter-Glo ATP luminescence, 48 h;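 also: NT is the 2HG producing partner of a matched IDH1 knockdown line; potency is read from the fitted curve at half-maximal effect; 0% = DMSO-treated cells and -100% = media-only wells without cells; nearly all actives have a fitted effect of over 55% in size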
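Compounds were tested in concentration-response format on HT-1080-NT cells for 48 hours at 37 degrees C. Cell viability came from CellTiter-Glo luminescence; curves were classified by r2, response magnitude and activity.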
SW480 rerep = DNA re-replication induction in SW480 cells | SW480 DNA re-replication, Hoechst DNA content imaging, 48 h | Potency, µM (highest dose often 46.1 µM), inactives show top-dose re-replication activation, most hits filed as activators | 340,000 tested, 1.8% active | AID 624297; also: potency is read from the fitted curve at half-maximal effect; % of control where 0% means no effect; nearly all actives have a fitted effect of over 55% in size
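Per well, 250 cells were exposed to pinned compound for 48 hr. Nuclear DNA was visualised with Hoechst (40 min, 37 C) and total object intensity recorded by fluorescence scanning.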
The depositor's hits bear a star; i = inactive; ? = inconclusive; · = no result given; & = joins results of further samples; [ ] = dose if it differs, or a comment. Unless noted, calls follow the shape of the dose curve; as a rule, active = well fitted curve in the direction sought with a large enough effect; inconclusive = small, poorly fitted or top-dose-only effect, or another doubt; inactive = no such curve, though single readings can be large; an effect the other way counts as inactive or inconclusive.

Each structure is followed by: HT1080-NT tox	IL-1B inflam inh	SW480 rerep	HepG2 viability	HT1080 IDH1KD tx	S2 tox	MCF10A rereplic	ATXN2 expr inh	KB-3-1 tox
> Cc1ccccc1-n1nc2c(c1NC(=O)c1cc3ccccc3oc1=O)CS(=O)C2 (stereo unspecified)
    0.0%	-17.8	-11.3%	0.4%	-3.4%	?	10.8%	-9.3%	0.0%
> Cc1ccc(-c2cn3c4c(=O)n(C)c(=O)n(C)c4nc3n2-c2cccc(Cl)c2)cc1
    ·	·	·	-8.0%	·	i	·	15.5%	-5.2%
> Cc1ccccc1OCCSc1nc(N(C)C)nc(N(C)C)n1
    23.6%	0.7	-17.1%	8.1%	4.7%	i	0.5%	2.0%	2.8%
> CCCCCCCN1CCC(=O)N([C@H](CO)Cc2ccccc2)CC1
    -7.1%	-10.0	-10.7%	1.2%&-46.4%	-3.6%	i	-2.6%	-6.1%	?
> CCC1(C)Cc2c(sc3nc(SC)nc(NCCN(C)C)c23)CO1 (stereo unspecified)
    -2.8%	-5.0	-12.9%	-38.1%	-15.0%	·	1.3%	·	6.8%
> N#Cc1sc2nc(C3CC3)cc(-c3ccc(Cl)cc3)c2c1N
    -21.8%	22.9	?	-10.2%	-23.7%	·	5.3%	-19.4%	0.0%
> Nc1cccnc1Sc1ccccc1
    16.3%	1.9	-5.1%	-59.1%	17.7%	i	0.0%	1.2%	-1.8%
> CN(CC(=O)Nc1ccc2c(c1)OCO2)S(=O)(=O)c1ccc2c(c1)CCC(=O)N2
    -9.7%	-10.0	-29.8%	1.2%	2.3%	i	-5.5%	0.7%	-15.3%
> Cc1nc2ccccc2nc1-c1ccc([N+](=O)[O-])cc1
    0.0%	20.6	-0.1%	1.2%	-8.0%	i	5.8%	19.1%	-1.1%
> O=C(CSc1nc(O)c(C2CCCCC2)c(=O)[nH]1)Nc1ccc(Cl)cc1
    -6.1%	0.0	12.2%	7.9%	-2.2%	i	?	7.1%	-1.6%
> Cc1ccc(C(=O)NCC(=O)OCC(=O)NC(C)C2CC3CCC2C3)cc1 (stereo unspecified)
    -0.3%	?	3.5%	-12.3%	-1.8%	i	?	-4.9%	-3.6%
> O=c1[nH]snc1N1CCOCC1
    17.4%	6.1	1.0%	-1.0%	16.3%	i	-1.9%	-1.4%	-5.5%
> COc1ccc(-n2ccn(CC(=O)Nc3ccc(OC)cc3OC)c(=O)c2=O)cc1
    12.5%	9.3	-45.4%[inhibitor]	4.2%	16.9%	i	2.2%	·	1.0%
> CSc1ccccc1NC(=O)CN(C)C(=O)COc1cccc2cccnc12
    2.5%	14.4	5.8µM*	11.2µM*	-1.5%	i	?	-17.4%	1.8%
> CCC(=O)N1c2ccc(S(=O)(=O)CCC(=O)NCCC3=CCCCC3)cc2CC1C (stereo unspecified)
    -0.7%	-1.8	-6.0%	-11.1%	-7.6%	i	-0.1%	-15.9%	6.7%
> CCC1(C(=O)c2ccccc2)C(c2ccc([N+](=O)[O-])cc2)C1(C(=O)OC)C(=O)OC (stereo unspecified)
    -1.8%	0.0	2.5%	-0.5%	-3.4%	i	-0.2%	-8.0%	-2.0%
> Cc1ccccc1OCC(O)CN1CCN(C)CC1 (stereo unspecified)
    3.6%	1.0	-3.4%	-15.9%	4.3%	i	-2.8%	·	0.5%
> CC(C)C[C@@H](CO)N1CCN(C)CCC1=O
    5.5%	-2.0	-23.9%[9.22 µM]	9.0%&5.5%	14.9%	i	-0.5%	-0.2%	4.0%&1.8%
> COc1ccc(NS(=O)(=O)c2cccc3ccccc23)cc1
    -48.0%	-9.8	?	7.3%	?	i	?	?	?
> CCCN(CCC)CCCNC(=O)c1cn(-c2ccc(OC)cc2)c(=O)c2ccccc12
    1.1%	-12.6	-5.1%	1.3%	16.4%	i	-1.2%	2.7%	-12.5%
> CCN1C(=O)CS/C1=N\S(=O)(=O)c1ccccc1
    5.6%	1.1	3.0%	21.6%	10.0%	i	-0.6%	0.4%	2.9%
> Cc1cccn2c(=O)c(C=Nc3ccc(Cl)cc3)c(NCCO)nc12
    -0.9%[9.24 µM]	38.0	1.9%	-0.2%	-25.2%	i	-2.4%	2.6%	1.2%
> O=[N+]([O-])c1ccc(S(=O)(=O)NN=Cc2ccc(Cl)c(Cl)c2)cc1
    2.6%	-21.4	-24.8%	6.2%	7.7%	i	3.1%	-22.9%	-11.7%
> C=C1C(C(=O)N2CCN(C)CC2)C1C(=O)N1CCN(C)CC1 (stereo unspecified)
    11.0%	10.9	-1.2%	-12.6%	-0.7%	i	0.5%	8.8%	-2.5%
> O=C(N/N=C/c1ccco1)c1cc(-c2ccc(Cl)s2)[nH]n1
    11.6%	0.0	-4.1%	-33.1%	5.2%	i	?	-20.0%	-3.3%
> Cc1csc(NC(=O)c2oc3ccccc3c2C)n1
    3.8%	-8.8	3.8%	-22.1%	4.1%	i	5.9%	30.0%	?
> NC(=O)C1CCN(C(=O)COc2ccc3c(c2)oc(=O)c2ccccc23)CC1
    3.7%	-7.6	-20.2%	-19.6%	1.8%	i	-26.0%	0.6%	0.0%
> COc1ccc(N2CCN(C(=O)c3ccccc3NC(=O)c3ccccc3)CC2)cc1
    3.6%	0.0	?	5.7%	-1.2%	i	?	0.4%	?
> COc1ccccc1S(=O)(=O)Cc1ccc(C(=O)N2CCN(c3cc(Cl)ccc3C)CC2)o1
    ·	·	·	-26.2%	·	i	·	-6.9%	?
> CCN1CCN(CCNC(=O)c2ccc(/C=C3\Sc4ccccc4N(Cc4ccccc4F)C3=O)cc2)CC1
    16.4µM*	30.0	18.4µM*	14.1µM*	20.6µM*	i	13µM*	?	-29.6%
> O=C(c1noc2c1CCCC2)N1CCCCC1
    -6.2%	-0.2	4.7%	-34.4%	6.5%	i	-7.0%	3.7%	-3.6%
> Cc1ccc(NC(=O)c2cnn3c(C(F)F)cc(-c4ccccc4)nc23)c(C)c1
    ·	·	·	15.1%	·	i	·	7.8%	-6.7%
> COc1ccccc1NC(=O)Cn1c(=O)n(CC2CCC(C(=O)NCCc3ccccc3)CC2)c(=O)c2ccccc21 (stereo unspecified)
    ·	·	·	-1.5%	·	i	·	7.2%	1.2%
> O=c1c(-c2ccccc2)c(O)c2cccc3c2n1CCC3
    6.6%	6.1	-2.1%	-15.0%	7.9%	i	15.6%	-2.6%	-2.2%
> O=S(=O)(c1ccccc1)N1CCN(CCc2ccccc2)CC1
    18.7%	-17.8	-44.6%[inhibitor]	-2.0%	5.5%	i	6.1%	-7.2%	-8.5%
> COc1cc(S(=O)(=O)N2CCOCC2)cc(C(=O)OCC(=O)NCc2ccco2)c1OC
    0.0%	9.2	-0.6%	-22.3%	-1.4%	i	?	-8.8%	·
> Cn1ncc(C#N)c1/N=C/N(Cc1ccccc1)Cc1ccccc1
    -19.4%	31.3	?	-25.2%	-24.5%	·	?	-7.5%	-7.0%
> CCN(CC)c1ccc(/C=N/NC(=O)c2nnn(-c3nonc3N)c2CN(C)C2CCCCC2)cc1
    -3.4%	-12.6	·	25.2%	-3.0%	i	·	·	-1.8%
> O=C(Nc1ccccn1)c1ccc2c(c1)S(=O)(=O)c1ccccc1C2=O
    9.8%	-17.0	-2.4%	3.2%	6.9%	i	27.6%	11.7%	-10.0%
> CCCCC[C@H](C)N1C[C@@H](COCc2ccccc2)Oc2cc(N3CCC[C@@H]3COC)ccc2S1(=O)=O
    11.0%	41.7	·	·	16.2%	i	·	4.4%	-5.2%
> CCOC(=O)C1=C(N)OC2=C(C(=O)CCC2)C1c1ccco1 (stereo unspecified)
    11.4%	0.5	-5.9%	-13.0%	0.2%	i	-0.8%	-3.6%	-0.3%
> CCC(Sc1nc(C)cc(C)n1)C(=O)Nc1ccc(Cl)cn1 (stereo unspecified)
    -16.1%	-1.0	1.4%[9.22 µM]	0.6%	-6.0%	i	-6.9%	-11.6%	-17.4%
> O=C(C1=C(O)C(=O)N(CC2CCCO2)C1c1ccc(Cl)cc1Cl)c1ccco1 (stereo unspecified)
    -12.7%	1.2	13.1%	-8.3%	-10.0%	i	8.4%	-8.0%	0.0%
> CCCCn1c(N)c(N(CCOC)C(=O)CSc2ccccc2C)c(=O)[nH]c1=O
    -6.0%	10.1	-5.6%	0.0%	-3.1%	i	3.0%	4.7%	9.6%
> COc1ccccc1-c1cc2nc(-c3ccccc3)cc(N3CCN(C(=O)c4ccoc4)CC3)n2n1
    -10.8%	10.5	·	-29.7%	-26.7%	?	·	?	?
> CC12CC3CC(C1)CC(C(=O)NNC(=O)c1ccncc1)(C3)C2
    15.8%	-4.1	-1.7%	2.3%	13.7%	?	0.8%	-21.1%	12.2%
> CCCCN(C=O)c1c(CC)nc2c(OCC3CCCCC3)cccn12
    ?	-4.2	·	-39.4%	-27.3%	?	·	?	?

Three entries from above, ordered by their value in IL-1B inflam inh, ascending:
| molecule | IL-1B inflam inh | SW480 rerep |
| --- | --- | --- |
| CCOC(=O)C1=C(N)OC2=C(C(=O)CCC2)C1c1ccco1 (stereo unspecified) | 0.5 | -5.9% |
| O=C(C1=C(O)C(=O)N(CC2CCCO2)C1c1ccc(Cl)cc1Cl)c1ccco1 (stereo unspecified) | 1.2 | 13.1% |
| CCCCC[C@H](C)N1C[C@@H](COCc2ccccc2)Oc2cc(N3CCC[C@@H]3COC)ccc2S1(=O)=O | 41.7 | · |
